# Compound activity (PubChem)
# POLK inh: blocks human DNA polymerase kappa activity; purified Pol kappa, fluorescent DNA synthesis assay, 10 min; 400,000 tested, 0.53% active; Potency, µM (doses to about 107 µM), for the others: top-dose activity, negative = inhibition, most hits filed as inhibitors; Q9UBT6; further: potency means the concentration at half of the fitted maximal effect; on the % scale 0 is the no-effect control and ±100 the full control effect
#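 50 nM final substrate added after 15 min RT preincubation of 10 nM Pol kappa with compound; fluorescence read at 0 and 10 min.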
# Apoferritin bind: candidate novel general anesthetic via apoferritin binding | P02791 | apoferritin/1-aminoanthracene competitive binding, fluorescence | Potency, µM (titrated, usually from 77.5 µM), without a hit: top-dose activity change, negative = displacement, usual class: inhibitors | 350,000 tested, 0.074% active | AID 485281; further: potency means the concentration at half of the fitted maximal effect; on the % scale 0 is the no-effect control and ±100 the full control effect; nearly all actives have a fitted effect of over 20% in size
#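 10 uM apoferritin + 50% sat. 1-AMA, PBS; cpd 10 min RT; Ex380/Em535 endpoint; normalized to free probe vs complex; 4-param Hill fit; propofol titration as pos. ctrl.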
# Pol beta inh: blocks human DNA polymerase beta activity; Potency, µM (series often up to 114 µM), for the others: at the top dose activity change, negative = inhibition, most hits filed as inhibitors; 340,000 tested, 1.3% active; Pol beta primer extension/strand displacement, fluorescence kinetic; further: potency means the concentration at half of the fitted maximal effect; on the % scale 0 is the no-effect control and ±100 the full control effect
#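 Pol beta (10 nM) and compounds were preincubated 15 min at room temperature, then 50 nM substrate (final) started primer extension/strand displacement. Reads were taken at 0 and 10 min; concentration-response data were fitted to a four-parameter Hill equation.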
# Pol iota inh: inhibitors of human DNA polymerase iota; Q9UNA4; Pol iota fluorescent replication assay, 10 min; Potency, µM (doses to about 115 µM), inactives show top-dose activity, negative = inhibition, most hits filed as inhibitors; 390,000 tested, 1% active; AID 588590; further: potency means the concentration at half of the fitted maximal effect
#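 Fluorescent replication assay read twice, at 0 min and 10 min after adding 50 nM (final) substrate. Enzyme (10 nM) and compounds were first incubated 15 min at room temperature; enzyme-free buffer wells were negative controls.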
# TRHR agonist: TRH receptor (human) agonism; TRHR cells, calcium flux fluo-8, FDSS agonist mode; P34981; AID 493084; activation, % at 2 µM; 360,000 tested, 0.18% active; in the data active means activation above about 30%; further: 0% is about no effect
#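 Fluo-8-loaded TRHR cells; 10 s baseline, compound added, kinetic Ca2+ fluorescence read 1/s, agonist mode.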
# ALOX12 inh: inhibitors of human 12S-lipoxygenase ALOX12; P18054; purified 12hLO, xylenol orange hydroperoxide absorbance; Potency, µM (titrated, usually from 108 µM), inactives show at the top dose activity change, negative = inhibition, hits mostly inhibitors; 580,000 tested, 1.1% active; further: potency means the concentration at half of the fitted maximal effect; on the % scale 0 is the no-effect control and ±100 the full control effect
# Target sequence (P18054 whole entry, looked up): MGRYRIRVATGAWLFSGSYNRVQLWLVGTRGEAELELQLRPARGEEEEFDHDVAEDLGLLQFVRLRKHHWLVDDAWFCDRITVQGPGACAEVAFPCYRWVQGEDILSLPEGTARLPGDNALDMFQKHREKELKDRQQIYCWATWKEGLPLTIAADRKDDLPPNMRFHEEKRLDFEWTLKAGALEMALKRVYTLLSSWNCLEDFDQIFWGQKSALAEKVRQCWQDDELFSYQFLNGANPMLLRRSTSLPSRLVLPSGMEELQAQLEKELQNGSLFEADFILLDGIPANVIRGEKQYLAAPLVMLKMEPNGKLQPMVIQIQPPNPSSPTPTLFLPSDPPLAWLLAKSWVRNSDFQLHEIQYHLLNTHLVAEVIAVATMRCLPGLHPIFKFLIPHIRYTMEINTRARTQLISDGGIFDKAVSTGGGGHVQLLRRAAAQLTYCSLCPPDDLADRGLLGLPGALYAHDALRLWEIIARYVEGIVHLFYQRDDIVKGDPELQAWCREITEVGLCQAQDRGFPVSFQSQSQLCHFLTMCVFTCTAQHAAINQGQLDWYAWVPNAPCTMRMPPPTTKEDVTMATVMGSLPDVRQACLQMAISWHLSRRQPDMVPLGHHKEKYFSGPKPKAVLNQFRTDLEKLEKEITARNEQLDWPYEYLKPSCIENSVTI
#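 Purified human 12hLO at 150 nM in 25 mM Hepes, 0.01% Triton X-100, pH 7.0, preincubated 15 min at room temperature with compound. Reaction started with 40 uM arachidonic acid, 30 min at room temperature. Hydroperoxide measured by Fe-xylenol orange, 573/405 nm absorbance ratio.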
# ERG-DNA inh: blocks human ERG Ets domain binding to DNA | P11308 | fluorescence polarization, His-ERG Ets domain / labelled DNA | Potency, µM (top dose mostly 76.9 µM), for inactives: top-dose FP activity, negative = inhibition, usual class: inhibitors | 370,000 tested, 0.028% active | AID 624246; active means well fitted inhibition curve with a large enough effect in the polarisation, with a control signal flat; inconclusive means small, poorly fitted or top-dose-only effect, or effect the other way, or a change in a side signal; inactive means no such curve, though single readings can be large or run the other way; the % refers to the polarisation;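 further: polarization taken with two DNA probes labelled with fluorescein and Texas red; potency means the concentration at half of the fitted maximal effect; % of control where 0% means no effect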
#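 His-tagged ERG Ets domain (1 uM in the protein solution; 300mM KCl, 50mM Tris-HCl, 1mM EDTA, 1mM DTT, pH 7.5) received compound, then a probe mix of 5 nM fluorescein-DNA and 100nM Texas-615-DNA. Fluorescence polarization was read for both dyes.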
# BLM helicase inh: blocks DNA unwinding by human BLM helicase. P54132. recombinant BLM DNA unwinding, fluorescence dequenching. Potency, µM (top dose mostly 56.1 µM), for the others: at the highest dose activity change, negative = inhibition, hits mostly inhibitors. 350,000 tested, 0.2% active. AID 2528;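 further: potency means the concentration at half of the fitted maximal effect; plate controls were vehicle for no effect and no enzyme for full effect; nearly all actives have a fitted effect of over 35% in size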
# APEX1 inh: blocks human APE1 abasic DNA cleavage | Potency, µM (series often up to 65.8 µM), for inactives: at the highest dose activity change, negative = inhibition, most hits filed as inhibitors | 350,000 tested, 0.35% active | recombinant APE1, TAMRA/BHQ-2 abasic DNA cleavage fluorescence;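 further: potency means the concentration at half of the fitted maximal effect; plate controls were vehicle for no effect and reference inhibitor for full effect; nearly all actives have a fitted effect of over 55% in size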
# Target sequence (P27695 whole entry, looked up): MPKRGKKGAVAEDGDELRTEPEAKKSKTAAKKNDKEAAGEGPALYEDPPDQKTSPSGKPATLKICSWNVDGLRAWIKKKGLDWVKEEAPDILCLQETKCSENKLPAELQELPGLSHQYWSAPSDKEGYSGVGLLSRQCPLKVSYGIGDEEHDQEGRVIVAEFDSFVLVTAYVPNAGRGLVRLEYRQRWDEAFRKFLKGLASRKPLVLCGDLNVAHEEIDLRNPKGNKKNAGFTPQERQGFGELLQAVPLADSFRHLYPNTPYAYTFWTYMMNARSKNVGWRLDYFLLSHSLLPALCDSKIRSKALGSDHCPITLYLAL
#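 Substrate: short duplex with […] THF abasic site, 5'-TAMRA and 3'-BHQ-2, 50 nM final. APE1 at 0.75 nM, preincubated 15 min RT with compound. Fluorescence increase from first to third read measured activity.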
# The depositor's hits bear a star; ? = inconclusive; . = no result given; & = joins results of further samples; [ ] = another dose, or the depositor's remark. Unless noted, the call rests on the fitted dose curve; in most records, active means well fitted curve in the direction sought with a large enough effect; inconclusive means small, poorly fitted or top-dose-only effect, or another doubt; inactive means no such curve, though single readings can be large; an effect the other way counts as inactive or inconclusive. These rows are one share of the data; count on the stated rates, not on these rows.
item	Molecule	Apoferritin bind	ALOX12 inh	ERG-DNA inh	Pol beta inh	POLK inh	Pol iota inh	BLM helicase inh	APEX1 inh	TRHR agonist
1	O=C(Nc1ccncc1)c1ccc2c(c1)S(=O)(=O)c1ccccc1C2=O	-7%	2%	6%	11%	11%	-3%	-1%	-3%	1.5
2	CCOC(=O)C1=C(CS(=O)(=O)c2ccc(F)c(C)c2)NC(=O)NC1c1ccc(F)c(F)c1 (stereo not given)	?	?	-1%	2%	-18%	6%	-2%	.	5.1
3	O=C(O)C1C2C=CC(C2)C1C(=O)NCc1ccco1 (stereo not given)	?	-42%	14%	-2%	?	-9%	-3%	-4%	0.4
4	C=CCCCCCCCCc1nc(=S)[nH][nH]1	?	?	-3%	16%	-1%	-9%	-1%	1%	-1.3
5	COc1ccc(OC)c(CN2CCN(Cc3cc(=O)oc4cc(O)ccc34)CC2)c1	437%[activator]	9%	-5%	-6%	-6%	-27%	0%	20%	-0.1
6	CCCNC(=O)CN1C(=O)COc2ccc(S(=O)(=O)N3CCCC3)cc21	-5%	-21%	-3%	6%	-4%	20%	-1%	.	0.3
7	CCOc1ccc(CCNC(=O)c2ccc(C)c(-n3cnc4cccnc43)c2)cc1	3%	-6%	4%	31%	3%	18%	-2%	.	-0.4
8	O=C(C1CCCN(Cc2ccc(Br)cc2)C1)N1CCCCC1 (stereo not given)	-2%	?	1%	-9%	-7%	7%	-4%	6%	0.1
9	CCN(CC)C(=O)Cn1cc(C(=O)C(=O)NCc2ccccn2)c2ccccc21	-7%	2%	9%	51%	0%	44%	-2%	1%	0.5
10	C[C@H](CO)N1C[C@H](C)[C@@H](CN(C)C(=O)Nc2ccc3c(c2)OCO3)Oc2c(NS(=O)(=O)c3cn(C)cn3)cccc2C1=O	.	-20%	4%	.	11%	12%	.	12%	.
11	COc1ccc(NC(=O)C2CCC(CNS(=O)(=O)c3cccc4nsnc34)CC2)cc1OC (stereo not given)	-5%	-4%	0%	8%	-23%	26%	-7%	.	0.1
12	O=C(COC(=O)c1cc(S(=O)(=O)N2CCCC2)ccc1O)Nc1ccccc1Br	.	196%[activator]	-7%[15.4 µM]	.	-8%	-2%	.	-12%	.
13	N#CC1=C(N)C(C#N)(C#N)[C@H](c2ccoc2)[C@H]2CN(Cc3ccccc3)CC=C12	7%	-11%	-19%	11%	-7%	50%	-21%	-9%	13
14	CCOC(=O)c1c(C)c(-c2ccccc2)n(CC(=O)N2CCCC2)c1C	-9%	22%[57.4 µM]	-11%	5%	-2%	-13%	-3%	11%	0.2
15	Cc1cc(NS(=O)(=O)c2ccc(NC(NC(=O)C(C(F)(F)F)C(F)(F)F)(C(F)(F)F)C(F)(F)F)cc2)no1	-8%	.	0%	6%	-15%	12%	-6%	-2%	0.7
16	Cc1nnc2ccc(-c3ccc(NC(=O)c4cccnc4Cl)cc3)nn12	-1%	2%	-2%	16%	13%	29%	-3%	3%	0.1
17	O=C(Cn1cnc2ccccc2c1=O)c1ccc2c(c1)OCCO2	-18%	10%	8%	7%	-1%	15%	1%	-4%	-0.1
18	Cc1ccccc1NC(=S)NC12CN3CN(CN(C3)C1)C2	-1%	4%	-10%	19%	-9%	105%[activator]	1%	6%	0.1
19	CC(=O)c1ccc(OC(=O)/C=C/c2ccccc2)cc1	-12%	0%	-10%	82%	-9%	27%	-2%	18%	-0.6
20	CCOP(=O)(OCC)/C(=N/OC(=O)c1ccccc1C)C(N)=O	2%	-11%	.	6%	-5%	-10%	-1%	1%	0.4
21	CC(=O)Nc1nnc(SCC(=O)N2C(C)CCCC2C)s1 (stereo not given)	8%	-20%	1%	39%	5%	44%[activator]	-12%	10%	0.3
22	Cc1ccc2nc(Nc3ccc(C)c(F)c3)c3nncn3c2c1	5%	0%	0%	3%	-5%	-2%	-5%	.	1.1
23	Cc1cc(-c2nc3ccccc3c(=O)o2)ccc1[N+](=O)[O-]	-5%	0%	41%[activator]	0%	-3%	-8%	0%	29%	-0.4
24	COc1ccc(C(CNC(=O)CNS(=O)(=O)c2ccc(NC(C)=O)cc2)N2CCOCC2)cc1 (stereo not given)	.	-7%	12%	.	-14%	17%	.	7%	0.0
25	O=C(O)Cn1cccc1C(=O)c1ccccc1	-7%	11%	7%	2%	19%	-1%	-7%	-4%	13
26	O=S(=O)(c1ccc(NC(=S)NCc2ccco2)cc1)N1CCCCC1	-23%	?	-13%	3%	3%	21%	-20%	-4%	0.4
27	CCCn1c(=O)c2c(c3ccccc31)OC(C)C(=O)N2 (stereo not given)	1%	0%	-6%	14%	-10%	5%	-7%	12%	-1.7
28	O=C(CCN1CCCCC1)Nc1ccccc1	-6%	-19%	-6%	52%[activator]	-11%	20%	0%	9%	-0.4
29	Cc1cc(C)cc(N(CC(=O)Nc2ccccc2C(=O)N2CCOCC2)S(C)(=O)=O)c1	2%	-10%	-4%	64%	-6%	-15%	3%	-1%	0.3
30	CCN(CC(=O)N1CCCCCC1)S(=O)(=O)c1ccc(Cl)cc1	-11%	0%	?	-1%	-1%	19%	-4%	3%	-0.5

# Fetched by structure from the entries so far:
item	Molecule	Apoferritin bind	ALOX12 inh	ERG-DNA inh	Pol beta inh	POLK inh	Pol iota inh	BLM helicase inh	APEX1 inh	TRHR agonist
23	Cc1cc(-c2nc3ccccc3c(=O)o2)ccc1[N+](=O)[O-]	-5%	0%	41%[activator]	0%	-3%	-8%	0%	29%	-0.4
16	Cc1nnc2ccc(-c3ccc(NC(=O)c4cccnc4Cl)cc3)nn12	-1%	2%	-2%	16%	13%	29%	-3%	3%	0.1
30	CCN(CC(=O)N1CCCCCC1)S(=O)(=O)c1ccc(Cl)cc1	-11%	0%	?	-1%	-1%	19%	-4%	3%	-0.5
25	O=C(O)Cn1cccc1C(=O)c1ccccc1	-7%	11%	7%	2%	19%	-1%	-7%	-4%	13

# (further entries)
item	Molecule	Apoferritin bind	ALOX12 inh	ERG-DNA inh	Pol beta inh	POLK inh	Pol iota inh	BLM helicase inh	APEX1 inh	TRHR agonist
31	N#C/C(=C\c1ccc(N2CCCC2)c([N+](=O)[O-])c1)c1nc2ccccc2[nH]1	?	0%	8%	26%	-10%	20%	-1%	-4%	-0.1
32	Cc1c(N=Cc2ccccn2)c(=O)n(-c2ccccc2)n1C	-10%	-16%	.	37%	-3%	34%	2%	-2%	0.0
33	C=CCOc1ccc(/C(O)=C2\C(=O)C(=O)N(CCN(C)C)C2c2cccs2)cc1 (stereo not given)	-18%	-6%	-4%	25%	0%	1%	-2%	-2%	-0.1
34	CC(OC(=O)c1nc(Cl)ccc1Cl)C(=O)c1ccccc1 (stereo not given)	.	-6%	-13%	.	-9%	14%	.	4%	-1.4
35	O=C(COC(=O)c1nc(Cl)ccc1Cl)Nc1ccc2[nH]c(=O)[nH]c2c1	.	-22%	.	.	-10%	-13%	.	-15%	0.0
36	CCN1CCN(C(=O)C2CCN(c3nnc(C)c4c(C)n(-c5ccc(C)cc5)nc34)CC2)CC1	-9%	4%	12%	0%	-11%	-21%	-11%	7%	0.6
37	CC(NC(=O)COC(=O)CNC(=O)c1ccccc1Cl)C1CC2CCC1C2 (stereo not given)	.	-4%	2%	.	-9%	16%	.	3%	-0.3
38	N#CC1=C2SCN(Cc3ccccc3)CN2C(=O)CC1c1ccccc1F (stereo not given)	-17%	.	10%	4%	-21%	0%	-1%	-3%	0.3
39	CCN(CC)C(=O)Cn1nc(-c2ccc(Cl)cc2)c2ccccc2c1=O	-7%	0%&-5%	16%	-15%	-24%	8%	-4%	1%	-0.2
40	COc1cccc(C(=O)NC(C)c2ccc(Br)cc2)c1 (stereo not given)	-11%	2%	4%	16%	-7%	-19%	-3%	-2%	0.1
41	Cc1ccc2ccc3cccc4ccc1c2c34	.	22%	16%	.	13%	9%	.	-6%&-5%	-0.7
42	CS(=O)(=O)N(CC(=O)NCc1ccncc1)c1ccc(F)c(Cl)c1	-6%	-14%	-10%	-21%	-13%	17%	0%	10%	0.3
43	COc1cc(C2C(C#N)=C(N)N(Nc3ccccc3)C3=C2C(=O)CC(C)(C)C3)ccc1OCc1ccccc1 (stereo not given)	-16%	3%	2%	?	-14%	-6%	-13%	-9%	0.1
44	O=[N+]([O-])c1ccc(-c2nnc(CNC3CCCC3)o2)cc1	-18%	6%	-4%	-1%	-2%	112%[activator]	0%	?	-0.4
45	CCOc1ccc(CCNc2nc3c(c(=O)n(C)c(=O)n3C)n2CC)cc1OCC	3%	2%	4%	-24%	-4%	29%	1%	3%	-2.5
46	COc1ccc(C2(CNC(=O)c3ccc(N)cc3)CCCC2)cc1	-8%	9%	-7%	?	-13%	-1%	-4%	29%	-0.2
47	COC(=O)c1sccc1NC(=O)Nc1ccc(C)c(C)c1	-3%	0%	-12%	-11%	-1%	52%[activator]	-9%	-2%	-0.3
48	COc1ccc(OC)c(NC(=O)NNC(=O)COc2ccc(F)cc2F)c1	-8%	.	-12%	7%	-15%	14%	-4%	33%	-0.5
49	COc1ccc(Cc2nnc(NC(=O)CS(=O)(=O)c3ccc(C)cc3)s2)cc1OC	1%	?	3%	0%	3%	39%[activator]	1%	87%[activator][12.4 µM]	0.3
50	COc1ccccc1NC(=S)NNC(=O)c1nn(C)cc1Cl	-7%	-11%	-3%	-6%	-4%	22%	1%	-9%	-0.2
51	Cc1cc(-c2sccc2C)nc(-n2cccc2)n1	-15%	0%	5%	34%	-3%	-4%	-6%	?	0.5
52	COCCN(C(=O)CSc1nc(-c2ccccc2)cn1N)c1c(N)n(Cc2ccccc2)c(=O)[nH]c1=O	.	18%	6%	.	-3%	28%	.	12%	-0.2
53	O=C1N=C(N2CCCCC2)S/C1=C/C1=Cc2ccccc2OC1	-14%	2%	12%	-7%	0%	30%[activator]	-10%	-3%	0.7
54	COc1ccc2c(c1)c(=O)oc1cc(OCC(=O)N3CCc4ccccc4C3)ccc12	-15%	?	2%	11µM*	?	?	-19%	10µM*	-0.1
